Screening data as filed in PubChem.
Tb PYK inh – blocks Trypanosoma brucei pyruvate kinase; hit rate 0.12% among 410,000; Potency, µM (series often up to 76.8 µM), inactives show at the top dose activity, negative = inhibition, hits mostly inhibitors; TbPYK enzyme, Kinase-Glo Plus ATP luminescence, 45 min; Q57TT1; active means well fitted inhibition curve with a large enough effect; further: nearly all actives have a fitted effect of over 50% in size
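TbPYK + substrate in 50 mM TEA pH 7.2, 100 mM KCl, 10 mM MgCl2, 0.05% BSA, 0.01% Tween-20; cpd pinned; ADP 130 uM final; 45 min RT; Kinase-Glo Plus 10 min; luminescence endpoint.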
Starred values were filed as active, the others as inactive; [ ] = remark or other dose. On the % scale 0 is the no-effect control and ±100 the full control effect; potency means the concentration at half of the fitted maximal effect. An excerpt; the hit share may differ from the screen's.

How did O=C(c1cnccn1)N1CCC2(CC1)CN(C(c1ccccc1)c1ccccc1)C2 do in these assays?
Tb PYK inh: -7%

What do the screens show for `Cc1ccc(N(CC(=O)Nc2ccc(Br)c(C)c2)S(=O)(=O)c2cccs2)cc1`?
Tb PYK inh: 3%

What do the screens show for `COc1ccc(S(=O)(=O)NCC(c2ccco2)S(=O)(=O)c2ccc(C)cc2)cc1F` (stereo not given)?
Tb PYK inh: -8%

How did COc1cc2c(C(=O)N(C)c3cc(Cl)ccc3OC)cn(CC(C)C)c(=O)c2cc1OC do in these assays?
Tb PYK inh: 1%

Results for COc1ccc(NC(=O)CC(C)S(=O)(=O)c2cc3c(cc2C)NC(=O)CO3)cc1OC (stereo not given) ?
Tb PYK inh: -4%

What do the screens show for `COCc1cc(C)nc2sc3c(c12)NC(c1ccc(O)cc1)N(c1ccc(C)cc1)C3=O` (stereo not given)?
Tb PYK inh: -6%

Results for CC(C)(C)c1ccc(OCC(=O)N2CCC(c3nc4ccccc4s3)CC2)cc1 ?
Tb PYK inh: -4%

How did Cc1ccc(C(=O)NCC(c2cccs2)S(=O)(=O)c2cccs2)cc1C (stereo not given) do in these assays?
Tb PYK inh: -1%

What do the screens show for `O=C(Nc1ccccc1C(F)(F)F)c1cc(-c2ccc3c(c2)OCCO3)on1`?
Tb PYK inh: 1%

What do the screens show for `CCOC(=O)c1cc(C)n(CC2CCC(C(=O)Nc3ccc(C(C)=O)cc3)CC2)c1C` (stereo not given)?
Tb PYK inh: 8%

How did COC(=O)c1cc2sccc2n1Cc1nc(-c2cccc(Br)c2)oc1C do in these assays?
Tb PYK inh: -3%

Results for COc1ccc(-n2ccn3c(CC(C)(C)CC(=O)O)nnc3c2=O)cc1 ?
Tb PYK inh: -1%

How did O=C(CCS(=O)(=O)c1cc2c(cc1Cl)NC(=O)CO2)NCCc1ccc(Cl)cc1 do in these assays?
Tb PYK inh: -2%

How did Cc1sc2c(c1C)c(=O)n(Cc1ccccc1)c(=O)n2Cc1ccc(F)cc1 do in these assays?
Tb PYK inh: -2%

Results for O=C(O)c1ccc(-c2c[nH]c3ccc(-c4ccccc4)cc23)cc1C1CCCC1 ?
Tb PYK inh: 7%

A draw from above in order of length of the SMILES, rising:
How did COC(=O)c1cc2sccc2n1Cc1nc(-c2cccc(Br)c2)oc1C do in these assays?
Tb PYK inh: -3%

Results for COc1ccc(-n2ccn3c(CC(C)(C)CC(=O)O)nnc3c2=O)cc1 ?
Tb PYK inh: -1%

What do the screens show for `O=C(Nc1ccccc1C(F)(F)F)c1cc(-c2ccc3c(c2)OCCO3)on1`?
Tb PYK inh: 1%

How did O=C(c1cnccn1)N1CCC2(CC1)CN(C(c1ccccc1)c1ccccc1)C2 do in these assays?
Tb PYK inh: -7%

How did O=C(CCS(=O)(=O)c1cc2c(cc1Cl)NC(=O)CO2)NCCc1ccc(Cl)cc1 do in these assays?
Tb PYK inh: -2%

What do the screens show for `COc1ccc(S(=O)(=O)NCC(c2ccco2)S(=O)(=O)c2ccc(C)cc2)cc1F` (stereo not given)?
Tb PYK inh: -8%

How did COc1cc2c(C(=O)N(C)c3cc(Cl)ccc3OC)cn(CC(C)C)c(=O)c2cc1OC do in these assays?
Tb PYK inh: 1%

Following part.
How did Cc1ccc(NC(=O)Cn2nnc(-c3nc(-c4ccncc4)no3)c2N)c(C)c1 do in these assays?
Tb PYK inh: 1%

Results for Cc1ccc(C(=O)Nc2ccc(-n3c(C)nc4ccccc4c3=O)cc2)cc1[N+](=O)[O-] ?
Tb PYK inh: -12%

What do the screens show for `CCOc1ccccc1NC(=O)CSc1nccn1-c1cccc(C)c1`?
Tb PYK inh: 1%

Results for COc1cc2c(=O)n(Cc3ccccc3)c(=O)n(CC(=O)Nc3cc(C(F)(F)F)ccc3Cl)c2cc1OC ?
Tb PYK inh: 3%

What do the screens show for `Nc1c(C(=O)Nc2ccc(OC(F)(F)F)cc2)nnn1Cc1ccccc1`?
Tb PYK inh: 0%

How did CCCCCCCCCCCCCCCCCCOP(=O)([O-])OC1CC[N+](C)(C)CC1 do in these assays?
Tb PYK inh: 4%[33.2 µM]

How did CCOC(=O)C1=C(CN2CCN(CC)CC2)NC(=O)NC1c1ccc(Cl)cc1 (stereo not given) do in these assays?
Tb PYK inh: -3%

How did Cc1c(C(=O)Nc2ccc(F)c(C(F)(F)F)c2)sc2nc(-c3ccccc3)cn12 do in these assays?
Tb PYK inh: -2%

How did Cc1cccc(CNC(=O)c2cnc3sc(N4CCOCC4)nn3c2=O)c1 do in these assays?
Tb PYK inh: -4%

How did Nc1nonc1-c1nc2ccccc2n1CC(=O)Nc1ccccc1C(=O)O do in these assays?
Tb PYK inh: 10%

Results for Cc1ccc(Cn2c(CNC(=O)c3ccc(Cl)c([N+](=O)[O-])c3)nc3cccnc32)cc1 ?
Tb PYK inh: 2%

How did O=C(Nc1cccc(C(=O)OCc2cc(=O)n3nc(C4CC4)sc3n2)c1)c1cccc(Cl)c1 do in these assays?
Tb PYK inh: 4%

Results for O=C(CCCn1c(=O)c2ccccc2n(Cc2cccc(F)c2)c1=O)NCc1ccccc1Cl ?
Tb PYK inh: 1%

Results for O=C(NCc1ccco1)c1ccc(Cn2c(SCc3ccccc3F)nc3cccnc32)cc1 ?
Tb PYK inh: -13%

Results for Cc1cc(C)c(NC(=O)Cn2c(=O)n(Cc3ccc(C(=O)NCc4ccco4)cc3)c(=O)c3sccc32)c(C)c1 ?
Tb PYK inh: -1%

What do the screens show for `Cc1ccc(-n2cnc3cc(C(=O)NC4CCCCCC4)ccc32)c(C)c1`?
Tb PYK inh: 2%

Results for COc1ccc(-c2nc(-c3cc4cc(Br)ccc4oc3=O)cs2)cc1 ?
Tb PYK inh: 5%

How did Cn1c(=O)c2c(-c3ccccc3Cl)n(Cc3ccc(Cl)cc3)cc2n(C)c1=O do in these assays?
Tb PYK inh: 2%

Results for COc1cc2c(c(OC)c1OC)-c1ccc(C(=O)O)cc1[C@@H](NC(C)=O)CC2 ?
Tb PYK inh: -3%

Results for COc1cccc(-c2nc3c(c(SCC(=O)Nc4cccc(C)c4C)n2)Cc2c(CO)cnc(C)c2O3)c1 ?
Tb PYK inh: 3%

What do the screens show for `COc1ccc2cc(CNc3ccc(C)cc3)c(=O)n(CC(=O)Nc3cccc(C(F)(F)F)c3)c2c1`?
Tb PYK inh: -3%

Results for Cc1ccc(CNc2ccc(-c3nc(-c4ccco4)no3)cc2[N+](=O)[O-])cc1 ?
Tb PYK inh: 0%

How did COCCc1nn2c(=O)cc(COC(=O)c3ccc4c(c3)OCO4)nc2s1 do in these assays?
Tb PYK inh: -3%

Results for Cc1ccc2c(CC(=O)Nc3ccc(S(=O)(=O)N4CCCCC4)cc3)coc2c1 ?
Tb PYK inh: -8%

What do the screens show for `CC(C)(C)OC(=O)N1CCC(c2c(C(=O)NCCc3ccsc3)cnn2-c2ccc(F)cc2F)CC1`?
Tb PYK inh: -3%[15.4 µM]

What do the screens show for `CCCN(Cc1cc2cc(C)ccc2[nH]c1=O)C(=O)c1cccc(Cl)c1`?
Tb PYK inh: 4%

How did COC(=O)c1cc2oc3ccccc3c2n1Cc1ccc(C)cc1 do in these assays?
Tb PYK inh: 8%

Results for Cc1ccc(-n2ncc3c(N4CCC(Cc5ccccc5)CC4)ncnc32)cc1C ?
Tb PYK inh: 0%

What do the screens show for `COc1cc(NC(=O)c2noc3c2CSc2ccccc2-3)cc(OC)c1OC`?
Tb PYK inh: -11%

What do the screens show for `COc1cc(OC)c(NC(=O)CC(C)S(=O)(=O)c2ccc3c(c2)NC(=O)CO3)cc1Cl` (stereo not given)?
Tb PYK inh: -5%

What do the screens show for `CCOc1cc(C2C(C(=O)Nc3ccc(OC)cc3)=C(C)Nc3nc(SC)nn32)ccc1O` (stereo not given)?
Tb PYK inh: 3%

How did CC(CCc1ccccc1)NC(=O)CSc1n[nH]c(-c2ccccc2Cl)n1 (stereo not given) do in these assays?
Tb PYK inh: -4%

How did CC1Cc2cc(S(=O)(=O)CCC(=O)Nc3cccc(F)c3)ccc2N1C(=O)C1CC1 (stereo not given) do in these assays?
Tb PYK inh: -16%

What do the screens show for `Cc1nc(-n2nc(C)c(Cc3ccc4c(c3)OCO4)c2C)sc1C(=O)Nc1ccc(Cl)cc1`?
Tb PYK inh: -1%

What do the screens show for `CCN1CCN(C(=O)Cn2ncc3c4ccccc4n(Cc4ccccc4F)c3c2=O)CC1`?
Tb PYK inh: 8%

Results for CC(C)c1ccc(NC(=O)CN2C(=O)c3cccc4cccc2c34)cc1 ?
Tb PYK inh: -9%

What do the screens show for `COc1cc(NC(=O)N(Cc2ccco2)C2CCN(C(C)=O)CC2)cc(OC)c1OC`?
Tb PYK inh: -7%

Results for Cc1ccc(-n2ncc(C(=O)NCCCN3CCN(C)CC3)c2C2CCN(C(=O)OC(C)(C)C)CC2)c(C)c1 ?
Tb PYK inh: 0%

Results for Cn1c(Oc2ccc(Cl)cc2)nc2c1c(=O)n(Cc1ccc(F)cc1)c(=O)n2C ?
Tb PYK inh: -1%

What do the screens show for `CC(NC(=O)CN(c1ccc(Cl)cc1Cl)S(=O)(=O)c1ccccc1)c1ccccc1` (stereo not given)?
Tb PYK inh: -9%

Results for Cn1c(=O)n(C)c2cc(N3CCCC3)c(NC(=O)Nc3ccccc3)cc21 ?
Tb PYK inh: -1%

How did CCCC12CN3CC(CCC)(CN(C1)C3c1ccc(OC(C)C)cc1)C2=O (stereo not given) do in these assays?
Tb PYK inh: 2%

What do the screens show for `CC(=O)Nc1nonc1-c1nnc(SCC(=O)Nc2cc(Cl)ccc2C)n1C`?
Tb PYK inh: -2%

What do the screens show for `COc1ccc(NC(=O)CSc2nc(-c3cc(OC)c(OC)c(OC)c3)[nH]c2-c2ccc(F)cc2)cc1`?
Tb PYK inh: 7%

What do the screens show for `CSc1ccc(CCNC(=O)c2ccc3c(Cl)c4c(nc3c2)CCCC4)cc1`?
Tb PYK inh: -1%

How did Cc1cccc(OCCCC(=O)Nc2sc3c(c2C(N)=O)CCC(C)C3)c1 (stereo not given) do in these assays?
Tb PYK inh: 1%

What do the screens show for `O=C(O)c1cccc(NC(=O)c2cccc(S(=O)(=O)Nc3cccc(F)c3)c2)c1`?
Tb PYK inh: 2%

What do the screens show for `Cc1ccc(N2CCN(C(=O)c3cccn4c(=O)c5ccc(Cl)cc5nc34)CC2C)cc1` (stereo not given)?
Tb PYK inh: 2%

Results for CC(C)c1noc(-c2ccccc2OCC(=O)Nc2cccc([N+](=O)[O-])c2)n1 ?
Tb PYK inh: -1%

How did O=C(CC1N=C2c3ccccc3N=C(SCc3ccc(Cl)cc3)N2C1=O)NC1CCCCC1 (stereo not given) do in these assays?
Tb PYK inh: 2%

How did CC1CCN(C(=O)c2ccccc2NC(=O)c2nsc3ccccc23)CC1 do in these assays?
Tb PYK inh: -2%[15.4 µM]

Results for COc1ccc(-c2noc(CN3CCN(c4ccccc4OC)CC3)n2)cc1OC ?
Tb PYK inh: -9%

How did COc1ccc(S(=O)(=O)N(CC(=O)Nc2cccc(C(F)(F)F)c2)c2ccc(C)cc2)cc1 do in these assays?
Tb PYK inh: -3%

How did O=C(c1ccc(F)cc1)N1CCN(CCc2ccncc2)CC1 do in these assays?
Tb PYK inh: -2%

What do the screens show for `COc1ccc2c(CNCCc3cccs3)c(C(=O)O)n(Cc3ccccc3)c2c1`?
Tb PYK inh: 6%

How did Cc1ccc(NC(=O)C2CCCN(S(=O)(=O)c3cccs3)C2)c(C)c1 (stereo not given) do in these assays?
Tb PYK inh: -3%

Results for O=C(CSc1nc2c(c(=O)[nH]1)CN(Cc1ccc3c(c1)OCO3)CC2)Nc1cccc(Cl)c1 ?
Tb PYK inh: 2%

How did CCOC(=O)c1c(C)oc2nc(C)nc(NCCc3ccc(S(N)(=O)=O)cc3)c12 do in these assays?
Tb PYK inh: 2%

Results for CC1=C(C(=O)Nc2cccc(Cl)c2C)C2(CCCCCC2)OC1=O ?
Tb PYK inh: -1%

Results for O=c1oc2cc(O)ccc2cc1-c1nc(-c2ccc(Cl)c(Cl)c2)cs1 ?
Tb PYK inh: 2%

How did CCOc1ccc(NC(=O)CN2C(=O)c3ccccc3Sc3ccc(C(=O)OC)cc32)cc1 do in these assays?
Tb PYK inh: 4%

Results for Cc1oc(-c2ccccc2Cl)nc1CS(=O)CC(=O)N1CCN(c2cccc(C(F)(F)F)c2)CC1 (stereo not given) ?
Tb PYK inh: -13%

How did COc1ccc(Cl)cc1NC(=O)c1cc(S(=O)(=O)NC2CCCCCC2)ccc1F do in these assays?
Tb PYK inh: 1%

What do the screens show for `COc1ccccc1CNC(=O)C(=O)NCC(c1cccs1)S(=O)(=O)c1ccc(F)cc1` (stereo not given)?
Tb PYK inh: 2%

Results for CC1=C(C(=O)Nc2ccccc2)C(c2ccccc2Cl)n2ncc(C(=O)Nc3cccc(C)c3)c2N1 (stereo not given) ?
Tb PYK inh: 0%

How did CCc1ccc(N2C(=O)CS(=O)(=O)C23C(=O)N(Cc2ccccc2F)c2ccccc23)cc1 (stereo not given) do in these assays?
Tb PYK inh: -2%

Results for CCS(=O)(=O)c1ccccc1C(=O)N1CCN(c2nc3ccccc3s2)CC1 ?
Tb PYK inh: -11%

Quoted at random: 5 compounds from above
Results for COc1cc2c(=O)n(Cc3ccccc3)c(=O)n(CC(=O)Nc3cc(C(F)(F)F)ccc3Cl)c2cc1OC ?
Tb PYK inh: 3%

How did CCOC(=O)c1c(C)oc2nc(C)nc(NCCc3ccc(S(N)(=O)=O)cc3)c12 do in these assays?
Tb PYK inh: 2%

Results for COc1ccc(NC(=O)CC(C)S(=O)(=O)c2cc3c(cc2C)NC(=O)CO3)cc1OC (stereo not given) ?
Tb PYK inh: -4%

What do the screens show for `CCOc1cc(C2C(C(=O)Nc3ccc(OC)cc3)=C(C)Nc3nc(SC)nn32)ccc1O` (stereo not given)?
Tb PYK inh: 3%

How did CC1CCN(C(=O)c2ccccc2NC(=O)c2nsc3ccccc23)CC1 do in these assays?
Tb PYK inh: -2%[15.4 µM]
